Screening data deposited in PubChem BioAssay by National Center for Advancing Translational Sciences (NCATS).
GAA spleen mod = lysosomal alpha-glucosidase (human) modulation | human spleen homogenate, 4-MU-alpha-glucoside fluorescence | Potency, µM (series often up to 79.9 µM), for inactives: at the top dose activity change, negative = inhibition, usual class: inhibitors | 0.006% of 240,000 active;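 note: 0% = enzyme with vehicle and -100% = no enzyme basal signal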
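Human spleen homogenate (1 ug) incubated with compounds and 1 mM 4-methylumbelliferyl-alpha-D-glucopyranoside in pH 5.0 citrate/phosphate buffer, 37 C, 40 min. Stopped at pH 10; 4-MU fluorescence (Ex 365/Em 440 nm); AC50 by Hill fit.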
HTT ATP protect = cytoprotection in Huntington HTT-Q103 PC12 cell model | Potency, µM (top dose mostly 56.4 µM), for inactives: cytoprotection (ATP increase), most hits filed as activators | AID 1471 | PC12 HTT-Q103 induced, cytoprotection, ATP luminescence, 40 h | 0.14% of 230,000 active;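 note: % of control where 0% means no effect; nearly all actives have a fitted effect of over 45% in size; toxic huntingtin expression switched on by the ecdysone agonist tebufenozide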
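Huntington model: PC12 line, ecdysone-inducible HTTQ103 exon1–GFP, tebufenozide 100 nM. Test articles in a dose series. Endpoint luminescence from cellular ATP.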
GAA glycogen = GAA glycogen-cleavage inhibition or activation. recombinant GAA, glycogen substrate, Amplex Red glucose oxidase fluorescence. Potency, µM (doses to about 76.4 µM), without a hit: at the highest dose activity change, negative = inhibition, actives largely listed as inhibitors. P10253. AID 2100. 0.38% of 300,000 active;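 note: 0% = full enzyme reaction and -100% = no-enzyme basal signal; the screen sought inhibitors and activators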
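Recombinant enzyme (4 nM final) with compounds titrated up to 77 uM and bovine liver glycogen (30 ug) in citrate pH 5.0, 0.01% Tween-20, 37 C 40 min. Released glucose detected by Amplex Red/glucose oxidase (Ex 573/Em 610); AC50 from Hill fits.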
aGal spleen mod = inhibitors or activators of human alpha-galactosidase in spleen homogenate; P06280; human spleen homogenate, 4MU-alpha-Gal fluorescence, 40 min; Potency, µM (titrated, usually from 80 µM), for the others: top-dose activity change, negative = inhibition, hits mostly inhibitors; 0.008% of 240,000 active; AID 2107;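 note: 0% = enzyme with vehicle and -100% = no enzyme basal signal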
Target sequence (P06280 32-429 limits assumed): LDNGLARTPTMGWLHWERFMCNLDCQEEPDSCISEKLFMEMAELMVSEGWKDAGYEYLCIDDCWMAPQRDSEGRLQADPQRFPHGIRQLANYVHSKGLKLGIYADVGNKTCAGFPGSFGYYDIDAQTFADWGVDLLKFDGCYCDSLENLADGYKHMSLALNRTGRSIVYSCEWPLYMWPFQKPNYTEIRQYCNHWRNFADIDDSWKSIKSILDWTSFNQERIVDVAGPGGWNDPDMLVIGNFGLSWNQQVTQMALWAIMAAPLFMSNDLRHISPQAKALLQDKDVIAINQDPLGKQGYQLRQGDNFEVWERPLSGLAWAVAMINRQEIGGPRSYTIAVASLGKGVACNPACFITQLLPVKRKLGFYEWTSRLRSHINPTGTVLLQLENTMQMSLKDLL
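Human spleen homogenate (1 ug) as enzyme source, 4-methylumbelliferyl-alpha-D-galactopyranoside 1 mM final, citrate/phosphate pH 5.0 with 0.01% Tween-20. Compounds 40 min at 37C, NaOH/glycine stop; fluorescence Ex 365/Em 440, Hill-fit AC50.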
Tau fibril FP = tau fibrillization inhibition (FP); Potency, µM (doses to about 57.7 µM), inactives show top-dose activity, negative = inhibition, most hits filed as inhibitors; K18 P301L tau heparin fibrillization, Alexa594 FP, 6 h; 0.39% of 280,000 active; AID 1468; note: % is set by controls: 0 for no effect and ±100 for the full control effect; nearly all actives have a fitted effect of over 55% in size
Target sequence (P10636 561-689 P618L limits assumed): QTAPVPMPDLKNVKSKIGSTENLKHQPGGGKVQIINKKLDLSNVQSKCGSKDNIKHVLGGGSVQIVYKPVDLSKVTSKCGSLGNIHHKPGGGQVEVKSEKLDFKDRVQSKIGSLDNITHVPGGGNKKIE
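Human K18 P301L fragment (15 uM unlabeled plus 0.24 uM Alexa 594-labeled) in 100 mM sodium acetate pH 7 with compound, aggregation induced by 20 uM heparin for 6 hr at 37 C. ThT (30 uM) added for 1 hr, then Alexa 594 FP read.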
Tau ThT inhib = inhibitors of human tau fibril formation, thioflavin T binding. P10636. recombinant tau K18 P301L, heparin-induced fibrillization, ThT fluorescence. Potency, µM (doses to about 57.4 µM), for inactives: top-dose activity, negative = inhibition, most hits filed as inhibitors. 2.1% of 270,000 active; note: % is set by controls: 0 for no effect and ±100 for the full control effect; nearly all actives have a fitted effect of over 55% in size
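Tau K18 P301L fragment (15 uM unlabeled plus 0.24 uM Alexa 594-labeled) in 100 mM sodium acetate pH 7 with compound, fibrillization induced by 20 uM heparin for 6 hr at 37 C. Thioflavin T (30 uM) added, fluorescence read after 1 hr (ex 450, em 510 nm).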
Tau fluor cs = counter-screen for tau fibril formation inhibitors. Potency, µM (doses to about 57.7 µM), for the others: at the highest dose activity change, negative = decrease. AID 1463. tau K18 P301L (four-repeat tau fragment) Alexa594 fluorescence, heparin fibrillization. 0.93% of 280,000 active; note: % is set by controls: 0 for no effect and ±100 for the full control effect; nearly all actives have a fitted effect of over 55% in size
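Human K18 P301L tau (15 uM unlabeled plus 0.24 uM Alexa 594-labeled, final) in 100 mM sodium acetate pH 7 was mixed with compound and 20 uM heparin and incubated 6 hr at 37 C.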
GAA inh = blocks human lysosomal alpha-glucosidase; P10253; purified human GAA, 4-MU-alpha-glucoside fluorescence; Potency, µM (doses to about 76.9 µM), without a hit: at the top dose activity change, negative = inhibition, hits mostly inhibitors; 0.005% of 200,000 active;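 note: plate controls were uninhibited enzyme wells for no effect and no-enzyme background for full effect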
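Fluorescence at Ex 365/Em 440 nm from 4-methylumbelliferone reported enzyme activity after 20 min at room temperature. Reactions used 4 nM enzyme and 400 uM substrate at pH 5.0; curves fitted with the Hill equation.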
The depositor's hits bear a star; ? = inconclusive; · = not tested or not shown; [ ] = another dose, or the depositor's remark. Calls come from the whole dose curve; as a rule, active = well fitted curve in the direction sought with a large enough effect; inconclusive = small, poorly fitted or top-dose-only effect, or another doubt; inactive = no such curve, though single readings can be large; an effect the other way counts as inactive or inconclusive. Potency is the fitted concentration of half-maximal effect.

SMILES	GAA spleen mod	HTT ATP protect	GAA glycogen	aGal spleen mod	Tau fibril FP	Tau ThT inhib	Tau fluor cs	GAA inh
CCOCCCNC(=O)/C(C#N)=C/c1ccc([N+](=O)[O-])o1	2%	-17%[10 µM]	?	-3%	?	14µM*	-28%	0%
COc1ccc(C2=NC(C(F)(F)F)(C(F)(F)F)c3c(n(C)c(=O)n(C)c3=O)N2)cc1	8%	-12%	0%	12%	-1%	-3%	2%	0%
CCCOc1ccc(C(=O)Nc2ccc3oc(-c4cccc(Cl)c4Cl)nc3c2)cc1	·	·	-7%[76.3 µM]	·	-11%	?	-12%	·
CCOC(=O)c1cnc2c(-c3ccccc3)c(C)nn2c1N	-5%	-11%	4%	8%	0%	?	-10%	3%
CCc1ccc(N(CC(=O)NCc2ccc(F)cc2)C(=O)c2csnn2)cc1	4%	22%[10 µM]	-8%	5%	2%	1%	3%	13%
COc1cc(OC)cc(C(=O)Nc2ccc3oc(-c4ccccc4C)nc3c2)c1	·	·	-6%[76.3 µM]	·	?	?	?	·
Cc1ccc(Oc2nc3c(c(=O)n(C)c(=O)n3C)n2C)cc1C	-3%	-37%	16%	-2%	-2%	-8%	-7%	12%
CS(=O)(=O)n1nc(C(=O)N2CCOCC2)nc1N	-11%	6%[10 µM]	4%	-2%	0%	-9%	-8%	8%
O=C(COc1ccccc1-c1ccccc1)N/N=C/c1ccccn1	-1%	19%[10 µM]	17%	-7%	-1%	?	-15%	10%
COc1cccc(CNC(=O)Cc2ccc(Br)cc2)c1	6%	-11%[10 µM]	13%	-12%	3%	1%	-3%	-5%
COc1ccc(CNC(=O)c2cccc(N3CCCS3(=O)=O)c2)cc1OC	·	·	-10%[76.3 µM]	·	1%	-5%	-6%	·
CC(SCc1ccccc1)C(=O)N/N=C/c1cccs1 (stereo not drawn)	-3%	32%[1.9 µM]	12%	-6%	-3%	-1%	-5%	-2%
CCOC(=O)c1ccc(NC(=O)N2CCN(S(C)(=O)=O)CC2)cc1	8%	-13%[0.074 µM]	-2%	3%	-4%	-2%	-3%	-7%
O=C(COC(=O)c1cc([N+](=O)[O-])ccc1NCc1ccccc1Cl)NCC(F)(F)F	-5%	-11%[1.9 µM]	4%	3%	?	2%	-23%	-3%
COc1ccc(C(=O)NCc2ccccc2)cc1S(=O)(=O)N1CCCc2ccccc21	-3%	-20%	-11%	4%	-4%	-8%	-30%	-23%
O=C(O)c1nn(-c2ccccc2C(F)(F)F)cc1O	5%	-4%[10 µM]	2%	12%	-4%	·	-21%	·
CC(C)c1ccc(-c2nn[nH]n2)cc1	3%	-91%[inhibitor]	-13%	4%	-3%	15%	15%	-10%
Cc1ccccc1CCN(CC(=O)NC1CCCCC1)C(=O)c1csnn1	1%	1%[10 µM]	-13%	1%	-1%	-5%	-5%	?
C=C(C)CSc1nc2ncc(Cl)cc2[nH]1	-4%	20%	-1%	-3%	1%	-13%	-2%	5%
CC(=O)c1cccc(NC(=O)Nc2ccc3c(c2)N(C)C(=O)CS3)c1	-9%	1%[10 µM]	-1%	-3%	1%	-19%	?	-2%
Cc1nc2ccccn2c1C(=O)/C=C/c1ccc(F)cc1	0%	-7%	0%	-1%	-1%	3%	6%	-10%
CC(/C=C1\SC(=O)N(CC(=O)Nc2cccc(O)c2)C1=O)=C\c1ccccc1	-2%	6%[10 µM]	-8%	-3%	16µM*	-27%	6.3µM*[quencher]	-14%
O=C(Nc1cccc(C(=O)O)c1)/C(=C\C=C\c1ccccc1)NC(=O)c1ccccc1	2%	-38%[inhibitor]	2%	-5%	-4%	-3%	2%	3%
C=CC(=C)CC(NC)c1ccccc1 (stereo not drawn)	2%	-15%	4%	8%	-1%	0%	1%	-6%
COCCCNC(=O)c1ccccc1-c1cc(C)no1	-3%	11%[10 µM]	5%	1%	-2%	5%	11%	·
Cn1c(N)c(C(=O)COC(=O)/C=C/c2ccc(OC(F)F)cc2)c(=O)n(C)c1=O	5%	-4%	3%	6%	?	1%	-26%	?
COc1ccc(N(CC(=O)N2CCN(c3cccc(OC)c3)CC2)S(=O)(=O)c2c(C)noc2C)cc1	·	·	13%[76.3 µM]	·	10%	-10%	-19%	·
COC(=O)CC1(c2cccc3ccccc23)C(=O)c2ccccc2C1=O	3%	19%	-9%	8%	-5%	16µM*	?	-2%
Cc1ccnc(NS(=O)(=O)c2ccc(NC(=O)CSc3nc(-c4ccccc4)cc(=O)[nH]3)cc2)n1	-2%	-59%[inhibitor]	3%	-1%	-4%	0%	-5%	6%
COCc1c(C(=O)OCC(=O)NCCN2C(=O)CSC2=O)oc2ccccc12	-1%	0%[10 µM]	11%	-3%	-3%	-12%	-8%	12%
S=C(Nc1ccccc1)Nc1ccc(Cl)cc1Cl	-3%	20%[10 µM]	-23%	-5%	-7%	-2%	-13%	0%
Cc1nn(CCCC(=O)NCc2ccc(Cl)cc2)c(C)c1[N+](=O)[O-]	0%	12%[10 µM]	-2%	-2%	1%	-2%	-5%	-2%
N#CC(C#SN)=C1CCCCC1	-2%	4%	-24%	-6%	-7%	-3%	0%	-5%
COCCNC(=O)c1ccc(CS(=O)(=O)c2c(Cl)cccc2Cl)o1	-14%	7%[10 µM]	-5%	9%	3%	-5%	0%	-2%
Nc1ccc(-c2nc3ccc([N+](=O)[O-])cc3[nH]2)cc1	-2%	-53%[inhibitor][10 µM]	8%	-3%	14%	13µM*	?	-5%
CCOCCCn1c(=N)c(C(=O)NCc2ccco2)cc2c(=O)n3ccccc3nc21	·	·	9%[76.3 µM]	·	-18%	-8%	-14%	·
Cc1cccc(NC(=O)C2CC(=O)N(c3ccccc3)C2)c1C (stereo not drawn)	-4%	18%	14%	7%	-2%	3%	0%	0%
CCc1ccc(NC(=S)N(Cc2ccc(Cl)cc2)Cc2ccc(C(=O)O)cc2)cc1	-2%	2%	-15%	-21%	0%	-8%	-2%	-5%
COC(=O)c1ccc(S(=O)(=O)N(Cc2cc3cc4c(cc3[nH]c2=O)OCO4)C2CCCCC2)cc1	-4%	-10%	7%	-4%	0%	-11%	-3%	-1%
COc1ccc(C(C)C)cc1S(=O)(=O)N1CCN(c2ccccc2)CC1	1%	-6%[10 µM]	5%	-1%	15%	-14%	-28%	-27%

2 compounds from above, reduced to HTT ATP protect, Tau fibril FP and aGal spleen mod:
smiles	HTT ATP protect	Tau fibril FP	aGal spleen mod
C=CC(=C)CC(NC)c1ccccc1 (stereo not drawn)	-15%	-1%	8%
COCCCNC(=O)c1ccccc1-c1cc(C)no1	11%[10 µM]	-2%	1%

Gathered by group: the compounds so far containing two or more sulfur atoms
SMILES	GAA spleen mod	HTT ATP protect	GAA glycogen	aGal spleen mod	Tau fibril FP	Tau ThT inhib	Tau fluor cs	GAA inh
CC(SCc1ccccc1)C(=O)N/N=C/c1cccs1 (stereo not drawn)	-3%	32%[1.9 µM]	12%	-6%	-3%	-1%	-5%	-2%
Cc1ccnc(NS(=O)(=O)c2ccc(NC(=O)CSc3nc(-c4ccccc4)cc(=O)[nH]3)cc2)n1	-2%	-59%[inhibitor]	3%	-1%	-4%	0%	-5%	6%

The results go on:
SMILES	GAA spleen mod	HTT ATP protect	GAA glycogen	aGal spleen mod	Tau fibril FP	Tau ThT inhib	Tau fluor cs	GAA inh
CC(=O)OC(C(=O)Nc1ccccc1)C(C)S(=O)(=O)c1ccccc1 (stereo not drawn)	3%	-20%	3%	-7%	-1%	-2%	0%	-4%
COc1ccc(-c2cc(C(=O)Nc3ccc(C#N)cc3)no2)cc1	·	·	6%[76.3 µM]	·	-2%	-1%	2%	·
Cc1cccc(N2CCN(C(=S)NCc3ccco3)CC2)c1C	-11%	-6%[10 µM]	-12%	11%	-5%	?	?	-17%
CC(C)c1csc(CN2CCN(Cc3ccc(F)cc3)C(CCO)C2)n1 (stereo not drawn)	-5%	24%[10 µM]	-5%	-11%	2%	5%	-1%	?
O=C(NS(=O)(=O)c1ccccc1)c1ccccc1	-4%	-5%	6%	-3%	-4%	-12%	-5%	-9%
C=CCn1c(SCC(=O)NCC2CCCO2)nnc1C1CCCCC1 (stereo not drawn)	-6%	10%[10 µM]	3%	-9%	4%	-11%	0%	-1%
O=C(CC1C(=O)NCCN1C(=O)Nc1ccc(F)cc1F)Nc1cc(Cl)ccc1Cl (stereo not drawn)	6%	-15%[10 µM]	-31%	5%	1%	-3%	-11%	·
O=C(Nc1ccc([N+](=O)[O-])cn1)c1cc(-c2cccc(Cl)c2)nc2ccccc12	1%	-10%[10 µM]	14%	-3%	15%	-13%	?	-11%
CCOC(=O)N1CCN(CC(=O)Nc2ccc(C)c(Br)c2)CC1	-14%	-5%	-2%	-3%	1%	-7%	-4%	-1%
O=C(CN1CCN(Cc2ccccc2)CC1)N/N=C\C=C/c1ccco1	-3%	41%[10 µM]	17%	-9%	-8%	?	-3%	-3%

Among those listed so far, 3 contain a COOH group.
SMILES	GAA spleen mod	HTT ATP protect	GAA glycogen	aGal spleen mod	Tau fibril FP	Tau ThT inhib	Tau fluor cs	GAA inh
O=C(O)c1nn(-c2ccccc2C(F)(F)F)cc1O	5%	-4%[10 µM]	2%	12%	-4%	·	-21%	·
O=C(Nc1cccc(C(=O)O)c1)/C(=C\C=C\c1ccccc1)NC(=O)c1ccccc1	2%	-38%[inhibitor]	2%	-5%	-4%	-3%	2%	3%
CCc1ccc(NC(=S)N(Cc2ccc(Cl)cc2)Cc2ccc(C(=O)O)cc2)cc1	-2%	2%	-15%	-21%	0%	-8%	-2%	-5%

Tau ThT inhib: hit marks shown above
compound,GAA spleen mod,GAA glycogen,aGal spleen mod,Tau fibril FP,Tau ThT inhib,GAA inh
CCOCCCNC(=O)/C(C#N)=C/c1ccc([N+](=O)[O-])o1,2%,?,-3%,?,14µM*,0%
COC(=O)CC1(c2cccc3ccccc23)C(=O)c2ccccc2C1=O,3%,-9%,8%,-5%,16µM*,-2%
Nc1ccc(-c2nc3ccc([N+](=O)[O-])cc3[nH]2)cc1,-2%,8%,-3%,14%,13µM*,-5%

Compounds were not picked by outcome (roughly 3.3% active in at least one column).
